# AI-2 QS mod: Vibrio harveyi AI-2 quorum sensing modulators, primary screen, JMH597 strain, luminescence/OD600 ratio; AID 2094, 2009; Vibrio harveyi JMH597 AI-2 luminescence/OD600 ratio, 9 h; stronger effect = lower value; strain lacks LuxN and CqsS sensors; 0 = neutral-control median; activity change, % at 7.5 µM; 0.4% of 300,000 active; in the data active = activity change below about -75%, passing the limit was not always enough;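 also: luminescence divided by OD600 gain over 9 h not by final OD600 alone; inactives centre near 13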
# HSF1 activator: HSF-1 activators, primary screen, NIH3T3-HGL cells, MG132 stress, luminescence, single point. NIH3T3-HGL HSF-1 luciferase reporter, 8 h; 100% = twice DMSO control signal. activation, % at 9 µM. 1.7% of 300,000 active;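 active = mean replicate activation of at least 50% with a set share of replicates each reaching 50%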;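 also: 0% = median of the neutral control wells and 100% = twice that signal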
# GSK3 alpha inh: blockers of GSK3A enzyme activity – biochemical, luminescence, cell-free homogeneous, HTS, primary screen; GSK-3 alpha kinase, ADP-Glo luminescence, 60 min; 0.1% of 320,000 active; AID 2650, 2010; Glycogen synthase kinase-3 alpha (Homo sapiens), P49840; inhibition, % at 10 µM;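 in the data active = inhibition above about 50%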;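 also: GST-tagged GSK-3 alpha with peptide substrate and 25 µM ATP; 0% = DMSO neutral wells and 100% = GW8510 positive control wells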
# Target sequence (P49840 whole entry, looked up): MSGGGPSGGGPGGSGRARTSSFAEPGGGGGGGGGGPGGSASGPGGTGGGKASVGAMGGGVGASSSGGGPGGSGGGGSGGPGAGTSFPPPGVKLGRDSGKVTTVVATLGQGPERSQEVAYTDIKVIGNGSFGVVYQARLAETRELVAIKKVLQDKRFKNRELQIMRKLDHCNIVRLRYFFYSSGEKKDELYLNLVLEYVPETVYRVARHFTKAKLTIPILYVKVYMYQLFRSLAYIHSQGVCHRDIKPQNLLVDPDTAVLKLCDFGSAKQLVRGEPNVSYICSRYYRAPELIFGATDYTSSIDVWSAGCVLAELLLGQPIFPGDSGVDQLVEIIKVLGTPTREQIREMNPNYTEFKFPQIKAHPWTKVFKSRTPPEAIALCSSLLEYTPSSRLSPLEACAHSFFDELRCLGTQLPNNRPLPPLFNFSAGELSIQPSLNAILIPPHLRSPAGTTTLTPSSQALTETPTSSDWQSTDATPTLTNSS
# GSK3beta inhib: human GSK3beta kinase inhibitors, primary screen, biochemical, cell-free homogeneous, HTS | Glycogen synthase kinase-3 beta (Homo sapiens), P49841 | GST-GSK3beta kinase, ADP-Glo luminescence, 60 min; stronger effect = lower value | activity score (negative = inhibition), % at 10 µM | 0.038% of 300,000 active;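 active = more than half of replicate wells score below -50%, meaning over 50% inhibition versus plate controls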;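 also: 0% = median DMSO wells and -100% = median GW8510 positive control wells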
#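 Test system: GST-tagged human GSK3beta kinase, cell-free; evaluation: activity score scaled between in-plate DMSO and GW8510 controls; measured by: ADP-Glo luminescence; incubation: 60 min reaction, RT; benchmarks: DMSO and 20 µM GW8510; reagent: peptide substrate plus 25 µM ATP (final); medium: Tris/MgCl2 kinase buffer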
# HSP90 refold inh: HSP90 inhibitors, primary screen, cell lysate, luminescence. Heat shock protein HSP 90 (rabbit reticulocyte lysate; luciferase refolding). Rabbit reticulocyte lysate, luciferase refolding luminescence, 3 h. inhibition, % at 5.6 µM. 0.91% of 290,000 active;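 active = inhibition above the screen-wide mean plus 3 SD, computed separately per campaign, cut at about 16% in these data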;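 also: 0% = DMSO wells and 100% = 60 µM geldanamycin wells; inhibitors lower the luminescence because luciferase stays unfolded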
# PolyA inh: polyadenylation inhibitors in yeast reporter cells, primary screen, luminescence, S. cerevisiae | S. cerevisiae SKY197-pL101 polyadenylation reporter, beta-gal luminescence; efflux-impaired pdr1/pdr3 knockout yeast; score 100 = 6 SD above DMSO | calls only at 12 µM | 0.02% of 300,000 active;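 active = lowest replicate activity score at least 50, where 100 means six control SD above control mean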;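 also: yeast exposed to compound for 9 h at 30 °C; higher score means more reporter readthrough which indicates perturbed polyadenylation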
# HDAC3 inh: HDAC3 deacetylase inhibitors, primary screen, biochemical, fluorescence, cell-free homogeneous. inhibition, % at 8.3 µM. AID 2718, 2010. Histone deacetylase 3 (Homo sapiens), O15379. 0.15% of 320,000 active. recombinant HDAC3, fluorogenic peptide/trypsin coupled; in the data active = inhibition above about 26%, passing the limit was not always enough
# Target sequence (O15379 whole entry, looked up): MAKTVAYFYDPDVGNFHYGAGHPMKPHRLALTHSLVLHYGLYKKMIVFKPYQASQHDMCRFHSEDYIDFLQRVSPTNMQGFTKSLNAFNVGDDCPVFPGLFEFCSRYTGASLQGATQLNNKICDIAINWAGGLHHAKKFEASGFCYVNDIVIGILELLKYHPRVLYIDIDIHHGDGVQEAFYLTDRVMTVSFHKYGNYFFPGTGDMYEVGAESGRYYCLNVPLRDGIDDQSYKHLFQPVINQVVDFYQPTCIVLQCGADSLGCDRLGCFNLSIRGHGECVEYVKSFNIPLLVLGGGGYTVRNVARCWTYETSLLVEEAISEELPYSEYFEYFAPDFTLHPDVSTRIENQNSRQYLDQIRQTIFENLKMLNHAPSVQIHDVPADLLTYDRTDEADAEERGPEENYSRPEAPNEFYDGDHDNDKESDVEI
# HSF1 inh: HSF1 inhibitors in luciferase reporter cells, primary screen, cell-based, NIH3T3, luminescence; NIH3T3-HGL HSE-luciferase, MG132-induced, luminescence 8 h; stronger effect = lower value; activity change, negative = inhibition, % at 7.5 µM (by protocol); 0.77% of 300,000 active; AID 2098, 2009;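 active = more than half of replicate wells show activity change below -50%, luminescence cut by over half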;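 also: luciferase reports HSF-1 transcriptional activity via heat shock element; 0% = median of DMSO wells and -100% = zero luminescence signal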
# Dyrk1A ADPGlo: rat Dyrk1A kinase inhibitors, primary screen, biochemical, single point, plate reader; Dual specificity tyrosine-phosphorylation-regulated kinase 1A (Rattus norvegicus), Q63470; ADP-Glo luminescence, NFATc1 peptide; inhibition, % at 12.5 µM; 0.43% of 310,000 active; AID 504441, 2011; in the data active = inhibition above about 50%;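 also: plate controls were vehicle with enzyme for no effect and no enzyme for full effect; many of its hits are not listed in these tables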
# Platelet DG rel: inhibitors of platelet dense granule secretion, primary screen, cell-based, MLPCN, human platelets | human platelet-rich plasma, SFLLRN dense granule ATP release, luminescence | inhibition, %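 (compounds screened at 7.5 µM in platelet-rich plasma)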 | 0.22% of 300,000 active | AID 1663, 2009;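 active = mean replicate score, as percent of positive control, at or above 50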
# Active calls of the source: *; i = inactive; / = not tested or not shown. Not all compounds are listed. The share of hits here may be higher or lower than overall.
cpd	SMILES	AI-2 QS mod	HSF1 activator	GSK3 alpha inh	GSK3beta inhib	HSP90 refold inh
1	CCOc1ccc2c(c1)/C(=C(\C(Cl)=C(Cl)Cl)[N+](=O)[O-])N2	5	-5	-1	0	1
2	CC(C)=NOC(=O)c1ccc(-c2ccccc2)cc1	27	5	0	-1	-3
3	Cc1cc(C)cc(N(C(=O)c2csnn2)C(C(=O)NC(C)(C)C)c2ccccn2)c1 (centres undefined)	12	14	-2	-3	4
4	CCc1nnc(NC(=O)C2CC(=O)N(c3ccc4c(c3)OCCO4)C2)s1 (centres undefined)	21	3	0	5	-1
5	CCOc1ccc(N(CC(=O)NC2CCCC2)S(=O)(=O)c2c(C)[nH]c(=O)[nH]c2=O)cc1	39	3	-3	0	1
6	COCCNc1ccc(N2C(=O)C3CCCCC3C2=O)cc1[N+](=O)[O-] (centres undefined)	12	-10	/	-1	-2
7	COc1cccc(CC2(CO)CCCN(Cc3c(C)cc(C)cc3-n3cccn3)C2)c1 (centres undefined)	17	12	/	-3	2
8	Cc1ccc(NC(=O)CN2C(=O)/C(=C\c3cccs3)SC2=S)cc1	19	-4	0	2	-1
9	O=C(CSc1ccc(-c2ccco2)nn1)NC1CCCC1	15	42	-4	-2	1
10	CCCCOC(=O)C1[C@H]2C(=O)N(Cc3cccs3)C[C@]23C=C[C@H]1O3 (some centres undefined)	25	-3	-2	1	-1
11	CCOC(=O)N1CCC(n2c(SCC(=O)N3CCCC3)nc3ccccc3c2=O)CC1	16	-7	-2	1	-2
12	COc1cccc(OCC(=O)NNC(=O)C(=O)Nc2ccc(OC)cc2OC)c1	11	-8	0	4	3
13	O=C(Nc1ccncc1)c1cc2ccccc2o1	/	/	3	/	-1
14	COc1cccc(Nc2nnc(SCn3nnc4ccccc4c3=O)s2)c1	24	31	-2	4	3
15	S=C(Nc1cc(Cl)cc(Cl)c1)N1CCN(c2ccccn2)CC1	11	/	/	9	-2

cpd	PolyA inh	HDAC3 inh	HSF1 inh	Dyrk1A ADPGlo	Platelet DG rel
1	i	-9	-2	11	-1
2	i	-2	-2	0	16
3	i	3	-7	-1	0
4	i	2	-4	5	-24
5	i	-14	2	0	-5
6	i	-3	-4	-2	5
7	i	3	0	2	-5
8	i	-2	2	-1	4
9	i	0	13	/	-1
10	i	9	-8	0	7
11	i	1	3	-1	7
12	i	0	-6	-2	-42
13	/	5	/	30	/
14	i	-1	20	3	4
15	/	-3	/	7	/

# The list goes on.
cpd	SMILES	AI-2 QS mod	HSF1 activator	GSK3 alpha inh	GSK3beta inhib	HSP90 refold inh
16	Cc1ccccc1NC(=O)c1ccc(-n2cncn2)nc1	14	-11	0	-1	-2
17	Cc1ccnn2cc3c(=O)n(C)c(=O)n(C)c3c12	8	13	1	-3	-2
18	C=CCn1c(COc2ccc(F)cc2)nnc1SCC(=O)NC1CCS(=O)(=O)C1 (centres undefined)	11	-9	-5	2	/
19	COc1ccc(N(CC(=O)Nc2cccc(C(F)(F)F)c2)S(C)(=O)=O)cc1	34	9	-1	-15	4
20	CC(C)CN=Cc1c(O)c([N+](=O)[O-])cc2oc3c(c12)CCCC3	17	-13	0	3	1
21	O=C(Nc1ccc(Br)cc1F)c1ccncc1	134	-36	4	-8	2
22	COc1ccc2oc(=O)cc(-c3cc4ccccc4o3)c2c1	-1	-8	-1	-4	1
23	Oc1ccc(NCc2ccc(OCc3ccccc3)cc2)cc1	11	20	-1	-3	0
24	CSc1cccc(NC(N)=S)c1	-14	-20	0	-1	4
25	CCc1nn(C(C)C(=O)NCc2cccc(OC)c2)c(=O)c2cc3occc3n12 (centres undefined)	32	-27	1	0	3
26	CCOc1ccc(NC(=O)c2ccc(F)c(S(=O)(=O)N3CCN(c4ccccn4)CC3)c2)cc1	-3	15	0	5	2
27	O=C(CCN1CCc2ccccc2CC1)c1ccc2c(c1)OCCO2	27	82*	-2	1	1
28	CCCNCc1cc(OCC)c(OCC(N)=O)cc1Br	8	2	-6	1	-2
29	COc1ccc(OCC(=O)NNC(=O)c2ccccn2)cc1	-15	-7	/	-1	-3
30	O=C(CCNS(=O)(=O)c1ccccc1F)N1CCN(Cc2ccccc2)CC1	17	-1	0	-2	/

cpd	PolyA inh	HDAC3 inh	HSF1 inh	Dyrk1A ADPGlo	Platelet DG rel
16	i	-7	-9	11	-6
17	i	-3	-2	/	-2
18	i	-3	-5	0	/
19	i	13	3	3	2
20	i	-1	-17	2	-12
21	i	0	-20	4	3
22	i	-1	-5	1	-3
23	i	5	13	-1	-7
24	i	-3	-15	-5	3
25	i	-1	-8	6	5
26	i	-9	3	3	0
27	i	1	55	6	4
28	i	-5	-7	1	0
29	i	-3	-5	2	9
30	i	-9	0	-1	-1

# Along the list, from the results shown:
# Compounds 18 to 25 in GSK3beta inhib read 2, -15, 3, -8, -4, -3, -1, 0
# Compounds 18 to 25 in PolyA inh read i, i, i, i, i, i, i, i
# Compounds 18 to 25 in HDAC3 inh read -3, 13, -1, 0, -1, 5, -3, -1

# The listing continues.
cpd	SMILES	AI-2 QS mod	HSF1 activator	GSK3 alpha inh	GSK3beta inhib	HSP90 refold inh
31	COc1cccc(N2C(=O)CC(Sc3nc(C)cc(C)n3)C2=O)c1 (centres undefined)	4	-17	/	-1	-1
32	NC(=S)NNc1cccc2cccnc12	24	9	-8	2	6
33	Cc1cccn2c(=O)c(C=C(C#N)C#N)c(N3CCN(c4ccccc4)CC3)nc12	23	2	2	-6	6
34	COc1ccc(N2CSC3=C(C#N)C(c4cc(OC)c(OC)cc4OC)CC(=O)N3C2)c(OC)c1 (centres undefined)	36	0	2	1	8
35	CCOCCCNC(=S)Nc1cc(OCC)c(NC(=O)c2ccco2)cc1OCC	11	-7	4	0	3
36	CCOc1cc(-c2c(C)c(CC)nc(N)c2C#N)ccc1O	10	19	0	0	-2
37	O=C(COC(=O)c1cc(=O)[nH]c2ccccc12)NC(=O)c1ccccc1	4	12	1	1	/
38	CCOC(=O)c1cc(C(C)C)sc1NC(=O)COC(=O)CCS(=O)(=O)c1ccccc1	29	-11	-1	-4	3
39	O=C(Nc1cccc(C(=O)O)c1)/C(=C\c1ccc2c(c1)OCO2)NC(=O)c1ccc(Br)cc1	2	-5	-1	-4	3
40	Cn1cccc1Cc1nnc(SCC(=O)N2CCOCC2)n1CCc1ccccc1	13	-2	-1	0	-7
41	O=C(/C=N/O)NCCCN1CCCCCC1	17	-7	0	1	-2
42	N=c1c(C(=O)NCc2ccco2)cc2c(=O)n3ccccc3nc2n1CCc1ccccc1	22	25	0	1	8
43	CCCn1c(=O)c2ccccc2n2c(Sc3nnnn3-c3ccccc3)nnc12	38	9	-3	0	-1
44	COC(=O)c1ccc2c(c1)C(=O)/C(=C/c1ccc(C)cc1)O2	11	3	5	1	-2
45	COc1cc2c(cc1OC)CN(Cc1ccc(C)s1)CC2	9	2	-3	2	-1

cpd	PolyA inh	HDAC3 inh	HSF1 inh	Dyrk1A ADPGlo	Platelet DG rel
31	i	-5	5	4	3
32	i	5	14	20	7
33	i	-1	-2	-3	6
34	i	38*	4	5	7
35	i	-3	2	1	0
36	i	-5	7	-2	1
37	i	3	0	2	-1
38	i	13	-12	13	-33
39	i	9	3	-2	-2
40	i	-11	-3	-3	2
41	i	-4	-5	/	0
42	i	-37	0	-2	-3
43	i	-2	5	13	-3
44	i	0	9	-6	5
45	i	6	-8	-4	4

# (list continues)
cpd	SMILES	AI-2 QS mod	HSF1 activator	GSK3 alpha inh	GSK3beta inhib	HSP90 refold inh
46	Cc1cc(C)c2nc(NC(=O)[C@@H](NC(=O)c3cccc(S(=O)(=O)N4CCOCC4)c3)C(C)C)sc2c1	3	7	-1	0	0
47	O=C(NCCCN1CCN(c2ccc(F)cc2)CC1)C1CCCN(c2ncnc3c2nc2n3CCCCC2)C1 (centres undefined)	4	-6	2	3	5
48	CCc1ccccc1NC(=O)CCS(=O)(=O)c1ccc(OC)cc1	31	-84	-1	5	-1
49	CCN(CC(=O)Nc1cc(OC)ccc1OC)Cc1nc2ccccc2c(=O)[nH]1	11	-2	-2	0	-2
50	O=C(COC(=O)C1c2ccccc2Oc2ccccc21)Nc1ccc2c(c1)OCO2	3	22	-2	3	-1
51	CN(CC(=O)Nc1ccc(F)cc1)C(=O)COC(=O)Cc1c(F)cccc1Cl	-1	1	0	0	/
52	CCCc1nc(SCC(=O)NC2CC2)c2c(C)c(C)sc2n1	17	44	-1	3	-4
53	CCCOc1ccc(C2NC(=O)NC(c3ccccc3)=C2C(C)=O)cc1OCC (centres undefined)	/	0	0	/	-1
54	Cc1ccc(O)c(CC(C)C)n1	-1	7	-5	0	-3

cpd	PolyA inh	HDAC3 inh	HSF1 inh	Dyrk1A ADPGlo	Platelet DG rel
46	i	0	10	4	-42
47	i	-3	-4	4	-9
48	i	-1	-79*	-2	6
49	i	4	2	4	26
50	i	-1	10	4	1
51	i	-1	3	-2	11
52	i	-5	16	7	2
53	i	3	7	-3	-4
54	i	1	9	6	34

# Given with one line to a screen: part of the list above
(51) CN(CC(=O)Nc1ccc(F)cc1)C(=O)COC(=O)Cc1c(F)cccc1Cl
(52) CCCc1nc(SCC(=O)NC2CC2)c2c(C)c(C)sc2n1
(53) CCCOc1ccc(C2NC(=O)NC(c3ccccc3)=C2C(C)=O)cc1OCC (centres undefined)
(54) Cc1ccc(O)c(CC(C)C)n1

assay / entry | 51 | 52 | 53 | 54
AI-2 QS mod | -1 | 17 | / | -1
HSF1 activator | 1 | 44 | 0 | 7
GSK3 alpha inh | 0 | -1 | 0 | -5
GSK3beta inhib | 0 | 3 | / | 0
HSP90 refold inh | / | -4 | -1 | -3
PolyA inh | i | i | i | i
HDAC3 inh | -1 | -5 | 3 | 1
HSF1 inh | 3 | 16 | 7 | 9
Dyrk1A ADPGlo | -2 | 7 | -3 | 6
Platelet DG rel | 11 | 2 | -4 | 34
